# Assay outcomes deposited in PubChem by several laboratories.
# HT1080 cytotoxicity = cytotoxicity in HT1080 fibrosarcoma cells, cell-based, fluorescence readout (AID 620) | HT1080 viability, fluorescence; higher % means a stronger effect | cytotoxicity, % at 10 µM, or EC50 in µM where a hit was titrated | 0.42% of 87,000 active;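 further: cells exposed to compound overnight then 4 h with Alamar Blue; 0% = vehicle DMSO and 100% = killing control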
# HPDE-C7K KRASV12 = cytotoxicity in KRAS-transformed pancreatic duct cells, primary screen, cell-based, fluorescence, HTS (AID 431); HPDE-C7K KRASV12 cells, Alamar Blue viability, 48 h; higher % means a stronger effect; cytotoxicity, % at 10 µM; hits with a dose series show EC50 in µM; 1.7% of 63,000 active;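 active means compounds whose percent cytotoxicity in the single-dose primary screen, scaled between solvent and toxic-drug controls, exceeds 50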;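 further: 0% = DMSO solvent wells and 100% = doxorubicin-treated wells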
# Spn DPM-DC inh = S. pneumoniae DPM-DC inhibition | purified DPM-DC, PK/LDH coupled NADH fluorescence | calls only at 10 µM | 0.49% of 65,000 active | AID 556;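 active means the 320 compounds with the highest percent inhibition in the single-dose primary screen, excluding strongly autofluorescent ones, cut at about 32% in these data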;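 further: kinetic rate of NADH fluorescence loss reporting ADP formed by the decarboxylase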
# Spn MK inh = inhibitors of Streptococcus pneumoniae mevalonate kinase; purified MK, PK/LDH-coupled NADH absorbance 340 nm; inhibition, % at 10 µM; 0.48% of 65,000 active; AID 555;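 active means ranked among the strongest by inhibition in the single 10 µM screen, a fixed top-ranked set picked for dose follow-up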; further: no value below 0 was filed
# Bfl-1 inhibitors = displacement of Bid BH3 peptide from Bfl-1 – biochemical, fluorescence polarization, FITC-Bid, mouse, primary screen (AID 432). FITC-Bid BH3 peptide fluorescence polarization displacement; higher % means a stronger effect. displacement, % at 20 µM, or IC50 in µM where a hit was titrated. 0.02% of 64,000 active; in the data active means a potency from the dose series; inactive means the rest, 99 in 100 with displacement below about 15%; further: strong numbers were not always called active
# Alkaline phosphatase = inhibition of tissue-nonspecific alkaline phosphatase – biochemical, luminescent (AID 518). purified TNAP enzyme, luminescent substrate readout; higher % means a stronger effect. inhibition, % at 20 µM; hits with a dose series show IC50 in µM. 0.09% of 64,000 active; in the data active means a potency from the dose series; inactive means the rest, 99 in 100 with inhibition below about 22%;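 further: plate controls were vehicle for no effect and reference inhibitor for full effect; many of its hits are not listed in these tables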
# LYP inhibition = inhibition of human PTPN22 tyrosine phosphatase – biochemical, DiFMUP fluorescence, recombinant catalytic domain, 10 µM, primary screen (AID 606); recombinant LYP catalytic domain, DiFMUP fluorescence; higher % means a stronger effect; inhibition, % at 10 µM, or IC50 in µM where a hit was titrated; 52,000 tested, under 10 active;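 active means IC50 under 40 µM in the dose-response test; inactive means IC50 of 40 µM or more, or never dose-tested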
# HPDE-C7 cytotoxicity = cytotoxicity in HPDE-C7 cells, cell-based, fluorescence, HTS (AID 430); HPDE-C7 pancreatic duct cells viability, fluorescence; higher % means a stronger effect; cytotoxicity, % at 10 µM, or EC50 in µM where a hit was titrated; 1.8% of 63,000 active;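 further: cells exposed to compound for 48 hours before viability readout; 0% = vehicle and 100% = reference cytotoxic drug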
# PMK inhibit = blocks S. pneumoniae phosphomevalonate kinase; 0.49% of 65,000 active; inhibition, % at 10 µM; purified PMK, PK/LDH-coupled NADH absorbance 340 nm; AID 539;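 active means top-ranked compounds by inhibition in the single 10 µM screen, taking a fixed number of the strongest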;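 further: 0% = full reaction with DMSO carrier and 100% = background rate without enzyme reaction; no value below 0 was filed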
# PMK inhibit pilot replicates = second read-out of PMK inhibit, no call of its own (marks repeat the call); inhibition, %; measured here: pilot screen replicates
# Spn MK inh pilot replicates = second read-out of Spn MK inh, no call of its own (marks repeat the call); inhibition, %; measured here: pilot screen replicates
# Spn DPM-DC inh pilot screen % = further read-out of Spn DPM-DC inh, marked with its call; inhibition, %; measured here: pilot screen trials
# * hit, by the source's call; i = inactive; · = no result given. Unless noted, no stated cut-off is given here; in the data, active means cytotoxicity above about 50%; inactive means the rest.
SMILES,HT1080 cytotoxicity,HPDE-C7K KRASV12,Spn DPM-DC inh,Spn MK inh,Bfl-1 inhibitors,Alkaline phosphatase,LYP inhibition,HPDE-C7 cytotoxicity,PMK inhibit,others
CC1CCCCC1NC(=O)CCS(=O)(=O)c1cccc2nonc12 (stereo not drawn),-4%,-2%,i,7,1%,10%,-2%,-9%,0,
C1CCN(c2nc3nonc3nc2N2CCCC2)C1,6%,8%,i,7,0%,10%,10%,-9%,0,
COc1ccc(OC)c(S(=O)(=O)N2CCC(C(=O)NCc3ccccc3)CC2)c1,-5%,-19%,i,31,-3%,-2%,3%,-16%,3,
COc1ccc(OC)c(S(=O)(=O)Nc2ccccc2SC)c1,2%,18%,i,0,-9%,9%,6%,8%,0,PMK inhibit pilot replicates=0.5;Spn MK inh pilot replicates=0.5;Spn DPM-DC inh pilot screen %=1.0
COc1ccc(S(=O)(=O)Nc2ccccn2)cc1OC,1%,-4%,i,8,-2%,1%,-3%,-6%,5,
CC(NC(=O)C1C(=O)N(CCO)C2(C)CC1c1ccccc1O2)c1ccccc1 (stereo not drawn),2%,-10%,i,8,-10%,9%,·,-12%,9,
CC1(C)OC(=O)C(=CNc2ccc(F)cc2)C(=O)O1,5%,12%,i,13,-3%,8%,8%,4%,7,
COc1ccc(-c2nnc3ccc(SCC(=O)N4CCN(c5ccccc5)CC4)nn23)cc1OC,-5%,20%,i,1,5%,8%,0%,11%,16,
COC(=O)Cn1c(CN2CCc3ccccc3C2)nc2c1c(=O)n(C)c(=O)n2C,2%,2%,i,5,13%,6%,0%,9%,11,
CCC1(C(=O)O)NC(c2cccc(OC)c2O)C2C(=O)N(c3ccccc3)C(=O)C21 (stereo not drawn),-2%,-8%,i,1,-15%,-12%,3%,-24%,1,

# Among those listed so far, three have a carbonyl joined to an NH by a bond outside any ring:
SMILES,HT1080 cytotoxicity,HPDE-C7K KRASV12,Spn DPM-DC inh,Spn MK inh,Bfl-1 inhibitors,Alkaline phosphatase,LYP inhibition,HPDE-C7 cytotoxicity,PMK inhibit,others
CC1CCCCC1NC(=O)CCS(=O)(=O)c1cccc2nonc12 (stereo not drawn),-4%,-2%,i,7,1%,10%,-2%,-9%,0,
COc1ccc(OC)c(S(=O)(=O)N2CCC(C(=O)NCc3ccccc3)CC2)c1,-5%,-19%,i,31,-3%,-2%,3%,-16%,3,
CC(NC(=O)C1C(=O)N(CCO)C2(C)CC1c1ccccc1O2)c1ccccc1 (stereo not drawn),2%,-10%,i,8,-10%,9%,·,-12%,9,

# (listing goes on)
SMILES,HT1080 cytotoxicity,HPDE-C7K KRASV12,Spn DPM-DC inh,Spn MK inh,Bfl-1 inhibitors,Alkaline phosphatase,LYP inhibition,HPDE-C7 cytotoxicity,PMK inhibit,others
CC(C)CCSc1nnc(Cn2c(=O)sc3ccccc32)n1C,1%,-6%,i,2,0%,3%,·,-11%,0,
O=C(Cn1ccc2ccccc2c1=O)N1CCN(c2cccc(Cl)c2)CC1,-1%,-15%,i,2,-14%,22%,18%,-6%,13,
c1ccc(CSc2nnnn2-c2ccc3c(c2)OCCO3)nc1,12%,-16%,i,16,0%,15%,·,-17%,8,
N=c1c(C(=O)NC2CCCCC2)cc2c(=O)n3ccccc3nc2n1CCN1CCOCC1,-1%,-4%,·,0,3%,8%,11%,-4%,6,
CCOC(=O)N1CCC2(O)CCCCC2C1c1ccc(F)cc1 (stereo not drawn),8%,-1%,i,11,1%,6%,-10%,2%,12,PMK inhibit pilot replicates=3.0;Spn MK inh pilot replicates=0.0;Spn DPM-DC inh pilot screen %=1.5
COc1ccc(-c2nnc(CSc3nc4ccccc4c(=O)n3CC(C)C)o2)cc1OC,1%,-8%,i,7,9%,14%,6%,13%,16,
O=C(COc1ccccc1F)c1ccc(O)cc1O,-12%,4%,i,10,14%,13%,5%,-3%,6,
COC(=O)[C@H]1CCCN1C(=O)Nc1cccc(Oc2c(F)c(F)c(F)c(F)c2F)c1,-4%,3%,i,18,-8%,11%,10%,3%,3,
Nc1c(C(=O)OCC2CCCO2)c2nc3ccccc3nc2n1-c1ccc2c(c1)OCCO2 (stereo not drawn),-12%,20%,i,7,-2%,7%,15%,22%,14,
O=C1CC(N2CCN(c3ccc(F)cc3)CC2)C(=O)N1Cc1ccc(N2CCCC2=O)cc1 (stereo not drawn),·,1%,i,4,2%,13%,7%,8%,0,

# For convenience, part of the list above:
SMILES,HT1080 cytotoxicity,HPDE-C7K KRASV12,Spn DPM-DC inh,Spn MK inh,Bfl-1 inhibitors,Alkaline phosphatase,LYP inhibition,HPDE-C7 cytotoxicity,PMK inhibit,others
Nc1c(C(=O)OCC2CCCO2)c2nc3ccccc3nc2n1-c1ccc2c(c1)OCCO2 (stereo not drawn),-12%,20%,i,7,-2%,7%,15%,22%,14,
O=C1CC(N2CCN(c3ccc(F)cc3)CC2)C(=O)N1Cc1ccc(N2CCCC2=O)cc1 (stereo not drawn),·,1%,i,4,2%,13%,7%,8%,0,

# (list continues)
SMILES,HT1080 cytotoxicity,HPDE-C7K KRASV12,Spn DPM-DC inh,Spn MK inh,Bfl-1 inhibitors,Alkaline phosphatase,LYP inhibition,HPDE-C7 cytotoxicity,PMK inhibit,others
O=C(CCN1CCN(c2ccc(F)cc2)CC1)Nc1ccccc1F,6%,4%,i,1,1%,4%,2%,3%,0,PMK inhibit pilot replicates=10;Spn MK inh pilot replicates=2.5;Spn DPM-DC inh pilot screen %=3.5
CCOC(=O)N1CCN(C(=O)CS(=O)Cc2nc(-c3cccc(C)c3)oc2C)CC1 (stereo not drawn),-4%,11%,i,2,-1%,4%,10%,-4%,0,
Cn1c(Cc2ccccc2)nnc1SCCC(=O)Nc1ccccc1,-5%,-4%,i,10,-2%,3%,12%,-5%,6,
CCn1c(=N)c(C(=O)NCc2cccnc2)cc2c(=O)n3cccc(C)c3nc21,3%,2%,·,10,4%,7%,9%,2%,15,
CCOC(=O)N1CCC(NC(=O)C(Cc2ccccc2)NC(=O)c2ccco2)CC1 (stereo not drawn),6%,-22%,i,10,3%,6%,-11%,-9%,4,
O=S(=O)(NCC(c1cccnc1)N1CCOCC1)c1cccs1 (stereo not drawn),-6%,·,i,3,·,·,4%,·,25,
O=C(O)CCn1c(-c2ccccc2)cc2c1CCCC2=O,-7%,-7%,i,3,3%,9%,6%,2%,7,
Cc1ccc(S(=O)(=O)N2CCCC(C(=O)NCCc3ccc4c(c3)OCO4)C2)cc1 (stereo not drawn),-11%,-19%,i,1,-3%,7%,9%,-17%,6,
CCc1ccc(NS(=O)(=O)c2ccc3[nH]cc(C(=O)NCC4CCCO4)c(=O)c3c2)cc1 (stereo not drawn),3%,13%,i,3,-8%,8%,12%,13%,15,
O=C(Nc1ccc(F)c(Cl)c1)c1ccc2c(=O)n3c(nc2c1)CCCCC3,2%,-4%,i,7,-5%,3%,-1%,-9%,2,

# Arranged by count of non-hydrogen atoms (highest first): part of the list above
SMILES,HT1080 cytotoxicity,HPDE-C7K KRASV12,Spn DPM-DC inh,Spn MK inh,Bfl-1 inhibitors,Alkaline phosphatase,LYP inhibition,HPDE-C7 cytotoxicity,PMK inhibit,others
Cc1ccc(S(=O)(=O)N2CCCC(C(=O)NCCc3ccc4c(c3)OCO4)C2)cc1 (stereo not drawn),-11%,-19%,i,1,-3%,7%,9%,-17%,6,
CCn1c(=N)c(C(=O)NCc2cccnc2)cc2c(=O)n3cccc(C)c3nc21,3%,2%,·,10,4%,7%,9%,2%,15,
O=C(CCN1CCN(c2ccc(F)cc2)CC1)Nc1ccccc1F,6%,4%,i,1,1%,4%,2%,3%,0,PMK inhibit pilot replicates=10;Spn MK inh pilot replicates=2.5;Spn DPM-DC inh pilot screen %=3.5

# (further entries)
SMILES,HT1080 cytotoxicity,HPDE-C7K KRASV12,Spn DPM-DC inh,Spn MK inh,Bfl-1 inhibitors,Alkaline phosphatase,LYP inhibition,HPDE-C7 cytotoxicity,PMK inhibit,others
CCOC(=O)C1CCN(C(=O)CN(c2ccc(OC)cc2)S(=O)(=O)c2c(C)noc2C)CC1,-6%,4%,i,9,-6%,10%,9%,-8%,15,
COc1ccc(-c2cc(C(F)F)n3ncc(C(=O)N4CCN5CCCC5C4)c3n2)cc1 (stereo not drawn),·,2%,·,13,-3%,6%,·,-4%,5,
c1ccc2c(c1)OCC(c1nnc3sc(-c4ccc5c(c4)OCO5)nn13)O2 (stereo not drawn),-26%,4%,i,0,-7%,14%,·,-5%,10,
NS(=O)(=O)c1ccc(CCNC(=O)COC(=O)C2CCCN2C(=O)c2cccs2)cc1 (stereo not drawn),-2%,-7%,i,0,-1%,12%,12%,-3%,16,
CCOC(=O)C1CCN(C(c2cccc(OC)c2)c2sc3nc(C)nn3c2O)CC1 (stereo not drawn),1%,-4%,i,8,-8%,5%,-1%,-9%,6,
Cc1ccc(CC(=O)Nc2cccc(C)n2)cc1,5%,1%,i,7,1%,6%,·,4%,6,
Cn1ccnc1SCC(=O)c1ccc(Br)cc1,32%,-10%,i,0,-2%,27%,8%,-9%,15,
O=C(COC(=O)CCCN1C(=O)c2ccccc2C1=O)Nc1ncc(Cl)cc1Cl,4%,-10%,i,8,7%,7%,·,-18%,11,
O=C(NC1(C(F)(F)F)NC(=O)N(CC2CCCCC2)C1=O)c1ccco1 (stereo not drawn),8%,·,i,10,-7%,14%,·,·,10,
Cn1c(=O)oc2cc(S(=O)(=O)NCCN3CCN(c4ccccc4F)CC3)ccc21,-4%,-1%,i,8,0%,9%,-4%,27%,11,
Cc1nc(CNS(=O)(=O)c2ccc3c(c2)OCCO3)cs1,4%,-4%,i,5,10%,8%,4%,-11%,11,PMK inhibit pilot replicates=1.0;Spn MK inh pilot replicates=2.5;Spn DPM-DC inh pilot screen %=0.0
COc1ccc(-n2c(=O)cc(N3CCCCCC3)[nH]c2=O)cc1,4%,-4%,i,4,5%,10%,·,-8%,11,
Cc1cc(Nc2ccc(C(=O)O)cc2)n2nc(C)nc2n1,-3%,3%,i,9,0%,13%,-9%,-4%,0,PMK inhibit pilot replicates=1.5;Spn MK inh pilot replicates=1.5;Spn DPM-DC inh pilot screen %=2.0
CCOC(=O)c1c(-c2cccs2)csc1NC(=O)COC(=O)c1c(C)noc1C,-8%,2%,i,5,1%,15%,·,9%,13,

# Compounds from the list above that have a COOH group (3):
SMILES,HT1080 cytotoxicity,HPDE-C7K KRASV12,Spn DPM-DC inh,Spn MK inh,Bfl-1 inhibitors,Alkaline phosphatase,LYP inhibition,HPDE-C7 cytotoxicity,PMK inhibit,others
CCC1(C(=O)O)NC(c2cccc(OC)c2O)C2C(=O)N(c3ccccc3)C(=O)C21 (stereo not drawn),-2%,-8%,i,1,-15%,-12%,3%,-24%,1,
O=C(O)CCn1c(-c2ccccc2)cc2c1CCCC2=O,-7%,-7%,i,3,3%,9%,6%,2%,7,
Cc1cc(Nc2ccc(C(=O)O)cc2)n2nc(C)nc2n1,-3%,3%,i,9,0%,13%,-9%,-4%,0,PMK inhibit pilot replicates=1.5;Spn MK inh pilot replicates=1.5;Spn DPM-DC inh pilot screen %=2.0
